# Source: PubChem
# GLP-1R agonist: activates the human GLP-1 receptor. HEK293 GLP-1R CRE-luciferase, luminescence, 4-6 h; cells express a hypersensitive GLP-1R form. Potency, µM (titrated, usually from 45.6 µM), for inactives: at the top dose activation, actives largely listed as activators. actives 0.007% (n = 380,000). P43220. AID 624172; further: potency means the concentration at half of the fitted maximal effect; % of control where 0% means no effect
# Target sequence (P43220 whole entry, looked up): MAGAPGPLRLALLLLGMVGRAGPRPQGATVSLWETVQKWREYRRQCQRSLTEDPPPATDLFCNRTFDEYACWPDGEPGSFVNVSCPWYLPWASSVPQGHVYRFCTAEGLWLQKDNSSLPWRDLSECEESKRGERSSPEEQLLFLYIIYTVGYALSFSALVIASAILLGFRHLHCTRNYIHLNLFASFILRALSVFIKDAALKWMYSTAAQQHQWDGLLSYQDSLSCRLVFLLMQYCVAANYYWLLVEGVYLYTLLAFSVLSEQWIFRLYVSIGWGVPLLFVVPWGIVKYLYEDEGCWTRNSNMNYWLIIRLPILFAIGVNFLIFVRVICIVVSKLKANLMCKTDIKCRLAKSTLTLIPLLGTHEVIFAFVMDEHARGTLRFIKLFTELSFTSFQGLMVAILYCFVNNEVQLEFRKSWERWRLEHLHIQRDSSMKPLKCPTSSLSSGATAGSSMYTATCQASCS
# GLP1R cytotox: cytotoxic in the GLP-1 receptor inverse agonist counter-screen | HEK293 cAMP-luciferase reporter cells, luminescence, 24 h | Potency, µM (titrated, usually from 38.3 µM), for the others: at the top dose activity change, negative = inhibition, hits mostly inhibitors | actives 0.13% (n = 410,000);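 further: loss of luciferase light is scored as toxicity; potency means the concentration at half of the fitted maximal effect; on the % scale 0 is the no-effect control and ±100 the full control effect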
#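 MLSMR compounds, 24 hr on cells at 37 deg C/5% CO2; luminescence after luciferase reagent (12 min RT). Inhibition counted as the undesired cytotoxic outcome.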
# DRD3 agonist: agonists of human D3 dopamine receptor; D3R DiscoveRx beta-arrestin cells, luminescence, 90 min; max activation, %; actives 0.58% (n = 410,000); in the data active means max activation above about 30%; further: 0% is about no effect; mostly tested at two doses, the higher about 12 µM
# Target sequence (P35462 whole entry, looked up): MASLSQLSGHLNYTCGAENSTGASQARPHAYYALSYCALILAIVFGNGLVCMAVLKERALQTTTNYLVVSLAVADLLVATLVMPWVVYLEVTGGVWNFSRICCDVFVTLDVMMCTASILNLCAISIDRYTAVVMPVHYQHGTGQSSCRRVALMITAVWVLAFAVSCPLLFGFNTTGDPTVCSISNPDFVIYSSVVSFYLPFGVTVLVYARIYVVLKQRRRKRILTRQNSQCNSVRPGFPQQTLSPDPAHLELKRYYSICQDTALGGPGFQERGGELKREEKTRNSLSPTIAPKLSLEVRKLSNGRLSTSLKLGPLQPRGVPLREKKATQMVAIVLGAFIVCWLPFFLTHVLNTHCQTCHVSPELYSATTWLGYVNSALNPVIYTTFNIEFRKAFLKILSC
#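 Agonist-mode cell screen: cells plated at 1500/well and incubated overnight at 37 °C, then exposed to library compounds for 90 min at 37 °C. Detection reagent was added for 30–60 min at room temperature, and luminescence was read.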
# PI5P4K alpha inh: inhibitors of human PI5P4K alpha; actives 1.2% (n = 330,000); P48426; AID 652105; PI5P4Kalpha enzyme, ADP-Glo luminescence, 60 min; hits give low values; max response, %; active means max response of -50% or lower; inconclusive means between -30% and -50%; inactive means -30% or higher; further: value at the top dose of about 77 µM; on the % scale 0 is the no-effect control and ±100 the full control effect
#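 Single end-point luminescence (ADP-Glo) quantified ADP from PI5P4Kalpha turnover; ATP 5 microM final, 1 h at RT, 0.1% CHAPS and 0.28 mM EGTA in HEPES pH 7.4.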
# DRD3 antagonist: blocks the human D3 dopamine receptor; P35462; actives 2.5% (n = 360,000); AID 652054; D3R cells, DiscoveRx beta-arrestin luminescence, antagonist mode; hits give low values; max response, negative = inhibition, %; in the data active means max response below about -50%; inconclusive means no clear call, values can overlap the other calls; further: on the % scale 0 is the no-effect control and ±100 the full control effect; mostly tested at two doses, the higher about 12 µM
#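 Cells plated overnight at 1500 cells/well, then exposed to library compounds with dopamine controls for 90 minutes at 37 degrees C. DiscoveRx reagent added for 30–60 minutes at room temperature; luminescence read, quantitative HTS format.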
# GLP1R inv ag: inverse agonists of human GLP-1 receptor; Potency, µM (top dose mostly 38.3 µM), for inactives: top-dose activity change, negative = inhibition, most hits filed as inhibitors; P43220; actives 1.6% (n = 410,000); HEK293 GLP-1R CRE-luciferase, luminescence, 24 h; GLP-1R form is constitutively active; AID 624417; further: potency means the concentration at half of the fitted maximal effect; on the % scale 0 is the no-effect control and ±100 the full control effect; nearly all actives have a fitted effect of over 55% in size
#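 Inverse agonists were sought by their lowering of basal cAMP reporter luciferase output in HEK293 cells stably carrying constitutively active human GLP-1R, after 24 h compound treatment.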
# WRN helicase inh: inhibitors of human WRN helicase | actives 0.46% (n = 360,000) | Potency, µM (titrated, usually from 114 µM), for the others: at the top dose activity change, negative = inhibition, actives largely listed as inhibitors | WRN helicase unwinding, fluorescent forked duplex, kinetic | Q14191 | AID 651768; further: potency means the concentration at half of the fitted maximal effect; on the % scale 0 is the no-effect control and ±100 the full control effect; nearly all actives have a fitted effect of over 55% in size
#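 Enzyme (20 nM final) and test compound sit together 15 min at room temperature before substrate addition. Substrate is a single-forked duplex oligonucleotide (100 nM) labelled with fluorophore and quencher, with 2 mM ATP; helicase unwinding raises red fluorescence, read kinetically.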
# PLK1 PBD inh: PLK1 (human) polo-box domain binding inhibition; Potency, µM, for the others: max response, negative = inhibition, most hits filed as inhibitors; AID 720504; P53350; actives 2.8% (n = 360,000); Plk1 PBD binding of FITC phosphopeptide, fluorescence polarization; further: potency means the concentration at half of the fitted maximal effect; series mostly up to about 57 µM; on the % scale 0 is the no-effect control and ±100 the full control effect; nearly all actives have a fitted effect of over 65% in size
# IL2 activator: activates IL-2 in a cell-based reporter assay; IL-2 activation reporter assay, cell-based qHTS; stimulated with anti-CD3/CD4/CD28 beads; in transgenic mouse T cells; activation, % (series mostly up to about 46 µM); actives 0.065% (n = 360,000); in the data active means activation above about 50%; inconclusive means mostly about 30% to 49%; further: 0% is about no effect
#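 Quantitative HTS in unstimulated transgenic mouse T cells, with memory T cells as non-tolerant control and PMA/ionomycin as tolerance-bypass control. Compound pretreatment lasted 60 minutes before 18 h bead stimulation; EGFP/DsRed fluorescence read.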
# * = called active by the depositor; u = inconclusive; x = no result given; [ ] = dose if it differs, or a comment. Unless noted, the call rests on the fitted dose curve; in most records, active means well fitted curve in the direction sought with a large enough effect; inconclusive means small, poorly fitted or top-dose-only effect, or another doubt; inactive means no such curve, though single readings can be large; an effect the other way counts as inactive or inconclusive. Compounds were not picked by outcome. About 7.8% of those tested had a hit in this group.
no. | smiles | GLP-1R agonist | GLP1R cytotox | DRD3 agonist | PI5P4K alpha inh | DRD3 antagonist | GLP1R inv ag | WRN helicase inh | PLK1 PBD inh | IL2 activator
1 | CC(=O)OC(COc1ccc(F)cc1)Cn1cnc2ccccc21 (stereo not drawn) | 8.7% | 16.4% | 0.6 | -3.8 | -12.5 | -18.0% | -4.7% | 37.7µM* | 2.3
2 | COc1ccc(C2c3c(oc4ccc(Cl)cc4c3=O)C(=O)N2CCN2CCOCC2)cc1 (stereo not drawn) | 8.1% | -7.5% | 8.8 | 4.6 | -5.7 | -5.0% | -6.8% | -24.1% | -0.2
3 | CCOc1ccc(NC(=O)CSc2ccc3nnc(-c4cccnc4)n3n2)cc1 | 10.4% | -9.5% | 0.5 | -4.9 | -6.9 | 23.6% | 5.1% | -17.8% | -3.2
4 | COc1cccc(NC(=O)C2(C)CCCN2C(=O)C(C)C)c1 (stereo not drawn) | -0.1% | 4.1% | 1.8 | 3.3 | 13.7 | 8.0% | -9.8%[57.1 µM] | 2.6% | -0.2
5 | Clc1ss/c(=N\c2ccccn2)c1Cl | -0.5% | -8.6% | -12.0 | 0.8 | 14.8 | 3.2% | 6.5% | -27.8% | 0.4
6 | Nn1c(SCC(=O)Nc2ccc3c(c2)OCO3)nncc1=O | -0.2% | -12.7% | 5.2 | -9.3 | -22.5 | 3.8% | -5.5%[57.1 µM] | 0.0% | 0.6
7 | C=CCC(=O)OCCCCCCOc1ccc(C(=O)O)cc1 | -0.2% | 0.1% | 0.3 | -3.5 | 17.1 | 19.8% | -2.1% | -7.3% | 0.8
8 | O=C(Cc1ccccc1)Nc1ccc(NC(=O)c2cccc(Cl)c2)cc1 | -8.5% | -14.7% | 3.7 | -12.5 | 6.1 | 0.2% | -12.5% | -2.7% | 0.2
9 | N#Cc1cccnc1N1CCN(C(c2ccnc3ccccc23)c2nnnn2-c2ccc3c(c2)OCCO3)CC1 (stereo not drawn) | 6.8% | -13.1% | -0.7 | -1.1 | 20.9 | -1.0% | -0.3% | -5.7% | 1.6
10 | NC(=O)c1ccc(NC(=O)CSc2nnc(-c3ccncc3)n2Cc2ccco2)cc1 | -0.5% | 8.6% | 1.5 | -8.1 | -7.0 | 13.9% | -34.9% | 0.3% | 2.1
11 | O=C(COC(=O)c1c2c(nc3ccccc13)/C(=C\c1ccco1)CC2)NC1CCCC1 | -6.8% | x | 4.0 | -55.3* | 22.0 | u | 44.7µM* | 9.47µM* | -1.7
12 | Oc1ccc(N=C/C=C/c2cccc(Br)c2)cc1-c1nc2ccccc2s1 | 10.8% | -2.4% | -5.4 | -58.6* | -1.5 | 40.4%[activator] | u | u | -2.5
13 | CCCCn1c(N)c(N(Cc2ccccc2OC)C(=O)CCC(C)C)c(=O)[nH]c1=O | -0.7% | 2.7% | -3.2 | -1.5 | -7.0 | 2.4% | -4.8% | -5.7% | 0.1
14 | CCOc1cccc(CNCc2ccc(C(=O)O)cc2)c1 | 1.9% | -6.2% | 3.6 | 0.1 | 8.6 | 3.6% | 7.4% | 2.5% | -0.9
15 | CCC1CCc2sc(C(=O)NC3CCN(Cc4ccccc4)CC3)cc2C1 (stereo not drawn) | 7.6% | u | -32.0 | 0.6 | -72.0* | 5.01µM* | 0.6% | 2.3% | -3.4
16 | Cc1coc2c1c(C)cc1oc(=O)c(CC(=O)NCCCN3CCCC3=O)c(C)c12 | -2.6% | 0.9% | -5.2 | 0.9 | 12.8 | 23.9% | -1.1% | 6.4% | -0.3
17 | COc1cccc(N(C(=O)Cn2nnc(-c3cccs3)n2)C(C(=O)NC2CCCCC2)c2ccncc2)c1 (stereo not drawn) | -4.0% | -5.0% | -1.4 | 12.7 | 10.0 | -17.1% | 0.3% | -5.2% | 0.5
18 | N/C(=N\NC(=O)c1cccs1)c1cc2ccccc2oc1=O | 1.0% | -3.2% | -0.4 | -7.5 | 5.1 | 2.2% | 1.1% | -14.2% | -0.7
19 | CC1CN(C(=O)N2CCOCC2)CCN1C(=O)N1CCOCC1 (stereo not drawn) | 0.6% | -9.8% | 0.5 | -1.3 | 13.3 | -6.9% | -7.4%[57.1 µM] | -5.1% | 1.5
20 | CCN(Cc1ccncc1)Cc1cn(C)nc1-c1ccc(Oc2ccccc2)cc1 | 4.2% | 5.3% | 8.8 | 7.3 | 3.1 | u | -12.2% | -13.6% | -0.4
21 | CC(/C=N/NC(=O)c1cnccn1)=C\c1ccco1 | 9.2% | 13.3% | 9.2 | -0.6 | 9.6 | 11.9% | -4.6% | -0.2% | -1.9
22 | CCOc1ccc(-n2cc(-c3ccccc3)c3c(SC(C)C(=O)OC)ncnc32)cc1 (stereo not drawn) | -2.2% | 52.6%[activator] | 3.2 | 1.6 | 7.0 | u | -23.0%[57.1 µM] | -2.5% | -2.2
23 | Cc1ccc2[nH]c3c(c2c1)CCCC3NC(=O)CCl (stereo not drawn) | 22.9% | -24.0% | -6.1 | -0.1 | u | u | 6.5% | -18.6% | -0.6
24 | Cc1ccc(C(=O)N2CCCC(CCC(=O)N3CCN(c4ccccn4)CC3)C2)cc1C (stereo not drawn) | 4.3% | -4.1% | -7.3 | -1.9 | -4.7 | u | 0.9% | -6.8% | -1.3
25 | O=C(Nc1ccccc1Cl)Nc1ccccc1Cl | 9.4% | 2.3% | -2.6 | -5.2 | 6.7 | 31.2% | 1.9% | -2.1% | -3.8

26) S=C(NNc1ccnc2cc(Cl)ccc12)Nc1ccccc1Cl
27) C[C@H](C(=O)NCc1ccccc1)C(=O)c1ccccc1
28) CCOCC(=O)Nc1nc(C)cc(C)n1
29) NC(=O)c1cc2ccccc2o/c1=N\NC(=O)c1ccncc1
30) CCn1cc(C(C)NC(=O)COc2ccc(Cl)cc2C)c(C)n1 (stereo not drawn)
31) COc1ccccc1C(=O)C1CCCN(C(=O)c2cnn(C(C)C)c2)C1 (stereo not drawn)
32) CCOc1cc(/C=N\NC(=O)C2C(=O)NCC2c2ccccc2)ccc1OC (stereo not drawn)
33) O=C(OCC(=O)N1CCCC1)c1ccc(OC(F)(F)F)cc1
screen / no. | 26 | 27 | 28 | 29 | 30 | 31 | 32 | 33
GLP-1R agonist | 3.7% | -3.0% | -8.0% | -3.3% | 3.0% | -4.3% | 15.0% | 19.5%
GLP1R cytotox | u | 0.6% | -24.0% | -18.2% | 1.8% | -4.1% | -1.1% | 2.0%
DRD3 agonist | -13.5 | -8.8 | -1.8 | 9.4 | 10.3 | 7.6 | 4.9 | 1.1
PI5P4K alpha inh | -29.6 | -1.4 | -3.8 | -1.2 | x | 11.8 | -5.3 | -1.5
DRD3 antagonist | -24.1 | 0.0 | -2.0 | 16.5 | 18.2 | 13.8 | u | -2.4
GLP1R inv ag | u | 12.2% | -9.0% | 10.5% | 59.2%[activator] | 0.2% | 171.1%[activator] | 14.5%
WRN helicase inh | -33.2% | -3.9% | 4.5% | -1.8%[57.1 µM] | -1.7% | -2.3% | 2.8% | -7.0%
PLK1 PBD inh | 15µM* | -5.4% | -13.2% | 3.0% | -0.1% | -5.6% | -18.1% | -7.1%
IL2 activator | 2.4 | -1.3 | -2.5 | 1.1 | 3.1 | -3.7 | -3.4 | 5.0

34) Cc1nc2ccc(S(=O)(=O)NC(C(=O)N3CCCC3)C(C)C)cc2s1 (stereo not drawn)
35) COc1ccccc1-c1noc2c1C(=O)N(Cc1cn(Cc3ccccc3)nn1)CC2
36) Cc1cc(C)n(/N=C/c2ccco2)c(=O)c1C#N
37) CCn1c(CN2CCOCC2)nnc1SCC(=O)Nc1cccc(C)c1
38) Cc1ccnc2nc(C(=O)Nc3ccc(S(=O)(=O)N4CCCC4)cc3)nn12
39) Cc1cc(C)c(OCC(=O)OCC(=O)N2CCCc3ccccc32)c(C)c1
40) CC(=O)Nc1ccc(S(=O)(=O)n2nc(-c3ccc(C)cc3)nc2N)cc1
41) CC(C)(C)Nc1nc(N2CCCC2)nc(N2CCCC2)n1
screen / no. | 34 | 35 | 36 | 37 | 38 | 39 | 40 | 41
GLP-1R agonist | 0.9% | -5.2% | 1.6% | -8.9% | -0.6% | 0.5% | 7.0% | 8.3%
GLP1R cytotox | -14.0% | 5.0% | -1.8% | 0.9% | 3.6% | -4.3% | -20.2% | -22.0%
DRD3 agonist | 0.0 | -12.7 | -3.0 | -2.0 | -2.3 | -1.0 | 0.8 | 6.9
PI5P4K alpha inh | -4.8 | 2.4 | -14.2 | 4.1 | -6.5 | 4.7 | 1.2 | -1.2
DRD3 antagonist | 23.4 | 0.0 | -7.5 | -11.0 | -11.8 | -2.8 | -2.5 | -6.4
GLP1R inv ag | -14.2% | 0.5% | 0.3% | -6.2% | 6.1% | -13.5% | 0.4% | 1.5%
WRN helicase inh | 6.6% | -0.7% | -3.1% | -25.3% | -1.8% | 1.4% | -0.1% | 2.4%
PLK1 PBD inh | 29.9µM* | -1.3% | -1.0% | -9.6% | -13.6% | -9.5% | -6.0% | -3.8%
IL2 activator | -0.6 | -0.7 | 0.4 | 1.3 | -4.8 | -3.4 | 0.3 | -0.5

42) CCCCNS(=O)(=O)c1ccc(OC)cc1
43) CC(Nc1nc(-c2ccc(F)cc2)cs1)c1nc2cc(Cl)c(N3CCCCC3)cc2n1CCCO (stereo not drawn)
44) Nc1ccn(CC(=O)NCc2ccc3[nH]ccc3c2)c(=O)n1
45) COc1ccc(C(=O)NC2CCN(S(=O)(=O)c3ccccc3)CC2)cc1
screen / no. | 42 | 43 | 44 | 45
GLP-1R agonist | -2.4% | 2.5% | -0.3% | 10.2%
GLP1R cytotox | -8.2% | -5.2% | 3.1% | -5.2%
DRD3 agonist | 2.8 | -2.0 | 0.2 | 0.1
PI5P4K alpha inh | -3.9 | 6.6 | -1.5 | -2.2
DRD3 antagonist | u | u | -21.5 | -20.5
GLP1R inv ag | 7.5% | -8.6% | -1.2% | 2.1%
WRN helicase inh | 9.9% | -2.9% | 5.7% | 4.0%
PLK1 PBD inh | -2.2% | -14.0% | -9.2% | 6.1%
IL2 activator | 1.4 | -3.0 | -0.1 | 0.9
